Bioassay records deposited in PubChem BioAssay by NCI.
yeast mec2-1 = NCI yeast anticancer drug screen, S. cerevisiae mec2-1 strain; % growth inhibition at 50 µM; actives 9% (n = 79,000); AID 157;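 note: 0% = growth of vehicle-only cultures of the same strain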
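Vehicle-treated cultures served as reference for growth inhibition of compound-exposed mec2-1 yeast.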
sgs1 mgt1 = NCI yeast anticancer drug screen, S. cerevisiae sgs1 mgt1 strain | % growth inhibition at 50 µM | actives 10% (n = 78,000) | AID 161;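 note: 0% = growth of vehicle-only cultures of the same strain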
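This yeast growth screen uses a strain with defined DNA-repair lesions; compound-treated growth is compared with vehicle-treated growth.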
yeast rad50 = NCI yeast anticancer drug screen, S. cerevisiae rad50 strain; growth inhibition, % at 50 µM; actives 10% (n = 79,000);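 note: 0% = growth of vehicle-only cultures of the same strain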
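Inhibition values express reduced yeast growth in compound-treated cultures relative to vehicle-treated controls.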
yeast cln2 rad14 = NCI yeast anticancer drug screen, S. cerevisiae cln2 rad14 strain. % growth inhibition at 50 µM. actives 8.3% (n = 78,000);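 note: 0% = growth of vehicle-only cultures of the same strain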
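Growth inhibition, relative to vehicle-treated controls, is the read-out. The test organism is a yeast strain with defined genetic alterations, cln2 rad14.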
yeast bub3 = NCI yeast anticancer drug screen, S. cerevisiae bub3 mutant strain. growth inhibition, % at 50 µM. AID 167. actives 9.9% (n = 78,000);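 note: 0% = growth of vehicle-only cultures of the same strain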
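Part of a panel of yeast mutants defective in DNA damage repair or cell cycle regulation. Each strain is grown with compound, and inhibition is calculated relative to solvent-treated cultures.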
yeast mlh1 rad18 = NCI yeast anticancer drug screen, S. cerevisiae mlh1 rad18 strain. growth inhibition, % at 50 µM. actives 11% (n = 79,000). AID 175;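 note: 0% = growth of vehicle-only cultures of the same strain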
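Vehicle-treated cultures served as the reference for growth inhibition in a yeast strain carrying DNA damage repair alterations exposed to each compound.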
* hit, by the source's call; / = not tested or not shown. Cut-off read from the data, not from the text of the source: active = growth inhibition above about 70%; inactive = the rest.

Results follow in this order: yeast mec2-1 | sgs1 mgt1 | yeast rad50 | yeast cln2 rad14 | yeast bub3 | yeast mlh1 rad18
CN(C)NC1=NS(=O)(=O)c2cc3c(cc2S1)N(N(C)C)C(=O)c1cc2c(cc1N(N(C)C)C3=O)SC(NN(C)C)=NS2(=O)=O
→ -22 | -14 | -6 | 2 | 16 | -3
C/C(=C1\SC(=S)N(C2OC(CO)C(O)C(O)C2O)C1=O)c1ccco1 (configuration not stated)
→ -9 | -33 | -14 | -1 | -3 | -33
Cc1ccc(CCNC(=S)SCC(NC(=O)CCC(N)C(=O)O)C(=O)NCC(=O)O)cc1 (configuration not stated)
→ 20 | -4 | 16 | 12 | 8 | 13
C=CC1(C)CC(=O)C2(O)C(C)(O1)C(OC(C)=O)C(O)C1C(C)(C)CCC(O)C12C (configuration not stated)
→ -6 | 0 | 4 | 0 | 4 | 8
CC(=NC1CCCCC1)c1ccccc1O
→ -11 | -3 | 24 | -24 | 14 | 17
COc1ccc(OC)c(/C=C/c2ccc(NC(=O)Nc3ccccc3Cl)cc2)c1
→ 2 | -8 | 11 | -39 | 1 | 14
Nc1ccc(S(=O)(=O)CCO)cc1
→ -8 | 5 | 1 | 4 | -6 | 4
OC1CC2C3CCC(C3)C2C1O (configuration not stated)
→ -6 | -10 | -12 | -7 | 10 | -3
CCc1cccc2[nH]c3cc([N+](=O)[O-])ccc3c12
→ -14 | 2 | 12 | -23 | 0 | 16
COC1=CC(=O)C([C@@H]2COc3cc(O)ccc3C2)=CC1=O
→ -20 | 7 | -9 | 18 | 0 | -12
Cc1[nH]nc2c1C(=O)C=C(N(CCO)c1ccccc1)C2=O
→ 5 | 2 | -25 | 11 | -12 | -7
NNC(=O)CCc1cc2ccccc2c2ccccc12
→ 99* | 99* | 98* | 98* | 99* | 98*
CC(=O)Nc1ccc(S(=O)(=O)CCS(=O)(=O)c2ccc(NC(C)=O)cc2)cc1
→ 5 | -16 | 7 | -6 | 4 | -9
CCN(CC)CCOCc1ccc2c(c1)CCC2
→ 12 | 12 | 10 | -7 | -7 | 24
CCOC(=O)C1=CNc2ccccc2N=C1N
→ -7 | -2 | -9 | -24 | -12 | -13
COc1c(OC/C=C(\C)CCC=C(C)C)ccc2ccc(=O)oc12
→ -38 | -12 | -14 | -5 | -27 | -35
O=C1N/C(=C\[N+](=O)[O-])c2ccccc21
→ 6 | 6 | 19 | 16 | 19 | 24
C=C1CC(C)(Cn2c(N)nc3nc[nH]c3c2=O)OC1=O (configuration not stated)
→ 6 | 11 | 12 | 13 | 14 | 5
N#Cc1ccc2nc[nH]c2c1
→ -7 | -13 | 19 | 19 | -15 | 18
O=C1ON=C2C3CC4CC12CC1(C3)C(=O)ON=C41
→ -6 | -4 | -3 | -2 | -12 | -20
CC(C)CC(NCc1ccccc1)C(=O)O (configuration not stated)
→ 5 | 5 | 39 | -9 | -6 | 21
CCOC(=O)C(=O)C1C(=O)C(=O)C(C)C1=O (configuration not stated)
→ -16 | -5 | -9 | -19 | -4 | -2
CC(=O)OC1COC(n2c(=S)n(-c3ccccc3)c(=O)c3cc(Br)ccc32)C(OC(C)=O)C1OC(C)=O (configuration not stated)
→ -5 | 8 | 2 | 16 | -4 | -12
COc1cccc2c1C(=O)c1c(O)c3c(c(O)c1C2=O)C[C@@](O)(C(=O)CO)C[C@@H]3OC1CC(N)CC(C)O1 (some centres not stated)
→ 90* | 90* | 89* | 85* | 89* | 92*
CC(=O)OCCSSCCOC(C)=O
→ -26 | 13 | -5 | 7 | -2 | -4
O=C1c2ccccc2C(=O)N1C1Nc2ccccc2N1
→ 11 | 9 | 20 | 0 | 17 | 15
CCOC(=S)Sc1ccc2c(c1)-c1ccc(F)cc1C2=O
→ 6 | 2 | 7 | 10 | -4 | -2
Cc1nc2ccc(NCCN(C)C)c3c(=O)c4cc(O)ccc4n1c23
→ 20 | -4 | -20 | 11 | 1 | 61
COc1cc(OC)c([N+](=O)[O-])cc1/C=C/C(=O)O
→ -3 | 8 | -5 | 6 | 10 | 4
CCOC(=O)c1sc(N)nc1-c1ccccc1
→ 4 | / | 11 | / | / | 25
C/C(=N/NC(N)=O)c1c(C)c(Cl)cc(Cl)c1OCCCC(C)C
→ -3 | 0 | -8 | -6 | 23 | -11
CC(=O)OC1(c2ccccc2)N=C(c2ccccc2)N=C1c1ccccc1 (configuration not stated)
→ 19 | 66 | 29 | 38 | 42 | 70*
COC(=O)C1(CC(=O)c2ccc(Cl)cc2)NC(=S)NC(=O)C1C#N (configuration not stated)
→ 13 | 8 | 14 | 8 | -11 | 22
COC1NC(=O)Oc2c(F)cccc21 (configuration not stated)
→ 22 | 10 | 14 | 44 | -21 | 33
CC(=O)c1ccc(NCN2C(=O)c3ccccc3C2=O)cc1
→ 84* | / | 83* | / | / | 86*
Cc1nc2c(=O)n(-c3ccccc3)c3ccccc3c2o1
→ 3 | 4 | 1 | -2 | 15 | -58
CCC(CO)(C(=O)O)c1ccccc1 (configuration not stated)
→ 22 | 5 | 2 | 47 | 5 | 2
Cc1ccc(-n2c(O)c(N=Nc3ccccc3Cl)c(=O)n(-c3ccccc3)c2=S)cc1
→ -14 | 36 | 14 | -36 | 4 | -6
CC(C)C(N)C(=O)NC(C(=O)O)C(C)C (configuration not stated)
→ -9 | -4 | 13 | -20 | -1 | 19
N#CC(C#N)C(C#N)/C=C/c1ccccc1 (configuration not stated)
→ -3 | 8 | 1 | -12 | -13 | 27

Given in markdown: entries from further up.
| structure | yeast mec2-1 | sgs1 mgt1 | yeast rad50 | yeast cln2 rad14 | yeast bub3 | yeast mlh1 rad18 |
| --- | --- | --- | --- | --- | --- | --- |
| CN(C)NC1=NS(=O)(=O)c2cc3c(cc2S1)N(N(C)C)C(=O)c1cc2c(cc1N(N(C)C)C3=O)SC(NN(C)C)=NS2(=O)=O | -22 | -14 | -6 | 2 | 16 | -3 |
| C/C(=C1\SC(=S)N(C2OC(CO)C(O)C(O)C2O)C1=O)c1ccco1 (configuration not stated) | -9 | -33 | -14 | -1 | -3 | -33 |
| Cc1ccc(CCNC(=S)SCC(NC(=O)CCC(N)C(=O)O)C(=O)NCC(=O)O)cc1 (configuration not stated) | 20 | -4 | 16 | 12 | 8 | 13 |
| C=CC1(C)CC(=O)C2(O)C(C)(O1)C(OC(C)=O)C(O)C1C(C)(C)CCC(O)C12C (configuration not stated) | -6 | 0 | 4 | 0 | 4 | 8 |
| CC(=NC1CCCCC1)c1ccccc1O | -11 | -3 | 24 | -24 | 14 | 17 |
| COc1ccc(OC)c(/C=C/c2ccc(NC(=O)Nc3ccccc3Cl)cc2)c1 | 2 | -8 | 11 | -39 | 1 | 14 |
| Nc1ccc(S(=O)(=O)CCO)cc1 | -8 | 5 | 1 | 4 | -6 | 4 |
| OC1CC2C3CCC(C3)C2C1O (configuration not stated) | -6 | -10 | -12 | -7 | 10 | -3 |
| CCc1cccc2[nH]c3cc([N+](=O)[O-])ccc3c12 | -14 | 2 | 12 | -23 | 0 | 16 |
| COC1=CC(=O)C([C@@H]2COc3cc(O)ccc3C2)=CC1=O | -20 | 7 | -9 | 18 | 0 | -12 |
| Cc1[nH]nc2c1C(=O)C=C(N(CCO)c1ccccc1)C2=O | 5 | 2 | -25 | 11 | -12 | -7 |

(list continues)
Results follow in this order: yeast mec2-1 | sgs1 mgt1 | yeast rad50 | yeast cln2 rad14 | yeast bub3 | yeast mlh1 rad18
CC(=O)N1CCN(C(C)=O)N(C(C)=O)CCN1C(C)=O
→ 1 | 10 | 5 | 0 | 13 | 15
O=C(Oc1c(Cc2ccccc2)c(=O)[nH]c2ccccc12)c1ccccc1
→ -10 | -4 | -8 | -21 | -4 | -6
Cc1ccc(C)c(N2C(=O)C(=O)C(c3nc4ccccc4s3)/C(=N/NC(=O)NN)C2=O)c1 (configuration not stated)
→ 14 | -6 | 2 | -3 | -2 | -17
CCCCN(CCCC)C(=O)C(O)C(=O)N(CCCC)CCCC
→ -14 | -4 | -5 | -10 | -13 | -4
C=C(C)C(C)OC(=O)Nc1ccccc1 (configuration not stated)
→ -3 | -16 | 13 | 7 | -4 | -37
O=C1CC2(CCCCC2)C(=O)N1c1cc([N+](=O)[O-])ccn1
→ 15 | 1 | 25 | 18 | 10 | 20
O=C1c2ccccc2-c2nc3ncccc3cc21
→ 56 | 42 | 96* | 58 | 79* | 71*
CC(=O)CC(=O)CC(C)C.CC(=O)CC(=O)CC(C)C.[Cu]
→ 18 | 6 | 17 | -16 | -3 | 38
CCCCCC(=O)OCC(=O)[C@H]1[C@H](C)C[C@H]2[C@@H]3C[C@H](F)C4=C/C(=N/OC(=O)c5cccc6c(=O)c7ccccc7[nH]c56)C=C[C@]4(C)[C@H]3[C@@H](O)C[C@@]21C
→ 53 | 46 | 53 | 25 | 27 | 35
CN(N=Nc1ccc(C#N)cc1)C(C)(C)C
→ -5 | 6 | 3 | -6 | -2 | 6
CNC(=S)NNC(=O)c1ccncc1
→ 11 | 14 | 11 | 19 | -1 | 13
N#Cc1c(O)c(N=Nc2ccc(Cl)cc2)c(=O)n2c1[nH]c1ccccc12
→ 14 | 21 | 12 | 29 | 10 | 19
O=C(C(=Nc1ccccc1)C(=Nc1ccccc1)C(=O)c1ccccc1)c1ccccc1
→ 32 | 55 | 79* | 8 | 15 | 37
CC(O)CC(C)(C)N (configuration not stated)
→ -7 | -5 | 19 | -33 | 4 | 21
COC(=O)CCC(NC(=S)N/N=C(\C)c1cnccn1)C(=O)OC (configuration not stated)
→ 28 | 50 | 56 | 43 | 48 | 32
C[n+]1cn(C2=C([O-])c3ccccc3C(=O)/C2=N\S(=O)(=O)c2ccccc2)c2ccccc21
→ 5 | 2 | 1 | -1 | 4 | -29
COC(=O)C1CCCCCCCCCCC12SCCCS2 (configuration not stated)
→ -11 | -18 | -32 | 16 | -6 | -30
CN(C)c1ccccc1[CH2][Ga]([Cl])[CH2]c1ccccc1N(C)C
→ 93* | 91* | 89* | 90* | 91* | 89*
CN(C)N=Nc1c(F)cc(F)c(F)c1F
→ 3 | -9 | 5 | -14 | 7 | -4
CC(C)Cc1ccc(C(C)CC2=CCC(CN(C)C)C2=O)cc1 (configuration not stated)
→ 92* | 90* | 79* | 84* | 89* | 89*
Cc1nnc(Nc2ccc(Cl)cc2)o1
→ -19 | 9 | -16 | -8 | 1 | 8
Oc1cc(Cl)cc2c1-c1ccc(Cl)cc1C2O (configuration not stated)
→ 91* | 96* | 95* | 82* | 94* | 96*
CC(=N)N
→ -12 | 1 | 2 | -1 | -2 | -1
COc1cc(Br)c(OC)c2c(OC)cc(C)cc12
→ -9 | -9 | 5 | -1 | 6 | 1
C=CCNC(=S)/N=C/C(C(=O)Nc1ccccc1C)=C(\C)O
→ -36 | -25 | -25 | -3 | -13 | 30
c1ccc(Nc2ccncc2)cc1
→ 7 | -4 | 0 | -34 | -3 | 5
CC1=CCCCC1
→ 3 | -1 | 4 | -5 | 9 | -7
COC(=O)NN=C1C(C)(C)C(=NNC(=O)OC)C1(C)C
→ -16 | -9 | 2 | 27 | -18 | -5
CC1(C)CC[C@]2(C(=O)O)CC[C@]3(C)C(=CC[C@@H]4[C@@]5(C)CC[C@H](OC6OC(C(=O)O)C(O)C(O)C6O)C(C)(C)[C@@H]5CC[C@]43C)[C@@H]2C1 (some centres not stated)
→ 91* | 92* | 91* | 93* | 91* | 89*
NCCCCN(CCCN)/[N+]([O-])=N\O
→ -25 | -7 | -22 | -4 | -12 | -14
CCCCOC(=O)C1CCCCC1C(=O)OCCCC (configuration not stated)
→ 15 | 0 | -4 | 63 | 12 | -21
COC(=O)[C@H]1N[C@@H](C(=O)OC)C23CCC[C@H]2CC[C@]1(C(OC)OC)C3
→ 2 | 14 | -4 | -4 | -1 | -16
COC(=O)c1cc(C(=O)OC)c2c3[nH]cnc3ncn2c1=O
→ 10 | 16 | 24 | 19 | 4 | 21
CCCCC(CCCC)=NNC(N)=O
→ -50 | -7 | -3 | 0 | -41 | -4
COc1cc(C)c(O)c(C)c1
→ 3 | 3 | 6 | -6 | -19 | 2
C=CCOc1cc2c(cc1C(C)c1ccc(OCCC)cc1)OCO2 (configuration not stated)
→ -6 | -7 | 3 | -87 | -5 | 2
COc1ccc(S(=O)c2coc3ccccc3c2=O)cc1 (configuration not stated)
→ -9 | 28 | 32 | 15 | 28 | 21
CCOC(=O)c1nnsc1NC(=O)NCCCCCCn1c(=O)n(CCCCCCNC(=O)Nc2snnc2C(=O)OCC)c(=O)n(CCCCCCNC(=O)Nc2snnc2C(=O)OCC)c1=O
→ -15 | -23 | -21 | 4 | -2 | -4
O=[N+]([O-])c1ccc(COP(=O)(O)OCc2ccc([N+](=O)[O-])cc2)cc1
→ 11 | 13 | -2 | -10 | 11 | 15
CCOCNC(=O)Nc1ccccc1
→ -16 | 7 | -5 | -37 | 0 | 4

Compounds were not picked by outcome. Share with any hit: about 14%.
